NPYLR7 ag: agonists of mosquito NPYLR7 receptor, primary screen, cell-based, Aedes aegypti, calcium fluorescence, mosquito biting behavior. Aedes aegypti neuropeptide Y-like receptor 7 (NPYLR7). HEK293T NPYLR7/Galpha15, GCaMP6s calcium fluorescence. activation, % at 10 µM. 270,000 tested, 0.15% active; in the data active = activation above about 40%;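 note: 0% = vehicle and 100% = reference agonist at the receptor; some compounds past the cut are filed as inactive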
mcGAS lum: cyclic GMP-AMP synthase inhibitors, mouse, primary biochemical chemiluminescence | recombinant cGAS, Kinase-Glo ATP depletion luminescence | inhibition, % at 12.5 µM | 160,000 tested, 0.15% active | AID 1259399, 2018;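 note: 0% = negative control wells and 100% = reference inhibitor with no enzyme activity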
hcGAS lum: Primary biochemical luminescence assay for human cyclic GMP-AMP synthase inhibitors; recombinant h-cGAS, ATP depletion, Kinase-Glo luminescence; 290,000 tested, 0.081% active; inhibition, % at 12.5 µM; Q8N884;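 note: 0% = vehicle reaction and 100% = reaction without DNA for no activity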
Target sequence (Q8N884 whole entry, looked up): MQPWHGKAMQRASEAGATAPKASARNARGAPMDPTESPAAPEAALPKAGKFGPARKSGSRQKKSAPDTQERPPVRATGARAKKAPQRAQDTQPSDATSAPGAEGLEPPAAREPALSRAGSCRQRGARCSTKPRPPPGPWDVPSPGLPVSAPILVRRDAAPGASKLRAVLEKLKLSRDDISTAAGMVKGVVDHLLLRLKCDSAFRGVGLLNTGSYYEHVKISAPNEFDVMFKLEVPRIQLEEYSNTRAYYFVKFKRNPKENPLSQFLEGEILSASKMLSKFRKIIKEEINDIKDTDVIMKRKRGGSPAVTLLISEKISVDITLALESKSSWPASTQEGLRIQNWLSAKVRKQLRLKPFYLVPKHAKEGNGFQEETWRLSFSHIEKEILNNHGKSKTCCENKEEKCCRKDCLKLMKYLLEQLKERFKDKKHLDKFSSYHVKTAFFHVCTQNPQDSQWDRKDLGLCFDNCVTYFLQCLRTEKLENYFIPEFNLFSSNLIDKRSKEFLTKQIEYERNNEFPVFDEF
Active calls of the source: *; / = no result given; & = joins results of further samples. Cut-off read from the data, not from the text of the source, unless noted: active = inhibition above about 40%; inactive = the rest.

Fields: NPYLR7 ag | mcGAS lum | hcGAS lum
- Cc1ccc(C(=O)CCC(=O)N2CCC(N3CCOCC3)C2)s1 (stereo not given)
    5 | / | -9
- Cc1cccc(N2CCN(C(=O)c3ccc4nc(-c5cccc(O)c5)[nH]c4c3)CC2)n1
    -3 | -3 | -5
- Cc1noc(C)c1S(=O)(=O)N1CC(CN(C)C)C2(CCOCC2)C1 (stereo not given)
    / | -6 | -12
- Cc1cccc(N(C)C(=O)CNC(=O)NCc2ccc(Cl)cc2)c1
    0 | -7 | -5
- O=C(NCCO)c1nnc2n(c1=O)CCN2c1ccccc1
    6 | -1 | -2
- Cc1cccc(C)c1Nc1c(-c2ccccn2)nc2ccc(Cl)cn12
    19&-4 | -9&-8 | -6&-8
- CC(C)N(C)c1onc(-c2ccccc2)c1CN(Cc1ccco1)C(=O)c1cccc(F)c1
    -8 | 2 | 3
- C=CCN1CC(OC(=O)NCCC)CN(C(=O)c2cccs2)CC1=O (stereo not given)
    2 | -8 | -3
- O=C(CCl)N(CC(=O)N1CCc2sccc2C1c1ccccc1)C1CC1 (stereo not given)
    -9 | 7 | 3
- COc1cccc(C2c3c(oc4ccc(C)cc4c3=O)C(=O)N2c2nccs2)c1 (stereo not given)
    2 | / | -5
- c1ccc(CC2CN(Cc3nc4c(s3)CCCC4)CCO2)cc1 (stereo not given)
    8 | / | -7
- CCCCc1nc(N2CCN(C(=O)c3cccc(Cl)c3)CC2)c2c(-c3ccc4ccccc4c3)noc2n1
    18 | -6 | -2
- C=CCNC(=O)c1c(-c2c(F)cccc2Cl)noc1C
    9 | -9 | -5
- O=c1c2cccnc2ncn1CC(O)c1ccc(Cl)cc1 (stereo not given)
    5 | / | -5
- COc1cc(OC)cc(C(=O)N(CC(=O)N(CCc2ccccc2)Cc2ccco2)C(C)C)c1
    -5 | -3 | -4
- O=Cc1ccc(N2CCC(c3ccccc3)=N2)cc1
    -1 | 0 | 0
- O=C(Cc1csc(-n2cccc2)n1)Nc1ccc(N2CCOCC2)cc1
    0 | / | -2
- COc1ccc(NS(=O)(=O)N2CCc3ccccc3C2)cn1
    1 | / | -7
- FC(F)(F)C1=NCCN=C(c2ccccc2)C1
    14 | / | -11
- COc1ccc(S(=O)(=O)Nc2ccc(N(C)C)c(CN(Cc3cccc(F)c3)C(=O)C3CC3)c2)cc1
    6 | -5 | -10

The list goes on; it opens with the three that closed the last part.
Fields: NPYLR7 ag | mcGAS lum | hcGAS lum
- COc1ccc(NS(=O)(=O)N2CCc3ccccc3C2)cn1
    1 | / | -7
- FC(F)(F)C1=NCCN=C(c2ccccc2)C1
    14 | / | -11
- COc1ccc(S(=O)(=O)Nc2ccc(N(C)C)c(CN(Cc3cccc(F)c3)C(=O)C3CC3)c2)cc1
    6 | -5 | -10
- Cc1nc(C(C)C)sc1C(=O)N1CCCn2nc(C(=O)O)cc2C1
    4 | -16 | -7
- COCCCNC(=O)c1nn(-c2cccc(C)c2)c(=O)n(Cc2cccc(F)c2)c1=O
    21 | -6 | -5
- Oc1oc(-c2ccc(Br)cc2)nc1C=Nc1ccc(Cl)cn1
    4 | -4 | -5
- CSc1cccc(NC(=O)N2CCCCC2CCN2CCCC2=O)c1 (stereo not given)
    9 | / | -5
- Cc1nn(-c2ccc(C(C)C)cc2)c(C)c1CCC(=O)N(C)CCc1ccccn1
    -9 | / | -4
- COC(=O)c1ccc(CN(Cc2cccc(OC)c2OC)C2CC2)o1
    -5 | / | -5
- O=C1CCC2(CCN1)CCN(C(=O)c1cnc(-c3cccs3)nc1)CC2
    3 | / | -3
- O=C1C2=C(Nc3ccccc3SC2c2ccco2)c2ccccc21 (stereo not given)
    -1 | / | -13
- Cc1cc(C)n(CC(C)NCc2csc(-c3cnccn3)n2)n1 (stereo not given)
    / | -1 | -5
- CC1=C(C(N)=O)C(c2ccc(C(F)(F)F)cc2)n2ncnc2N1 (stereo not given)
    2 | / | -3
- CCCn1nccc1C(=O)N1CCNCC1C(=O)N1CCCC1 (stereo not given)
    17 | / | -6
- CCOC1CCN(C(=O)c2cc(-c3cccc(Cl)c3)no2)CC1
    21 | -16 | -6
- O=C(CCC1CCCN(C(=O)Cn2nc3ccccc3n2)C1)NCc1ccc(F)c(F)c1 (stereo not given)
    10 | -17 | -7
- COC(C)(C)c1noc(-c2cc(C)on2)n1
    9 | / | -7
- Cc1nc2n(n1)C(=O)C(C(c1ccc(Cl)cc1)N1CCC(C(N)=O)CC1)S2 (stereo not given)
    3 | / | -6
- CSc1nc(N)c2ncn([C@@H]3O[C@H](COP(=O)(O)OP(=O)(O)OP(=O)(O)O)[C@H](O)C3O)c2n1 (stereo not given in full)
    68 | 1 | 1
- Cc1csc(SCc2cc(=O)c(OC(=O)c3cccc(Cl)c3)co2)n1
    -2 | -3 | -6
- O=C(O)C1CN(C(=O)c2ccccc2Oc2ccccc2)CCN1 (stereo not given)
    5 | -13 | -8
- C=CCn1cnc2c(nnn2-c2ccc(OC(F)(F)F)cc2)c1=O
    -3 | -8 | -5
- CSc1nnc(SCC(=O)NCC2(c3ccccc3)CCOCC2)s1
    -1 | / | -5

Fields: NPYLR7 ag | mcGAS lum | hcGAS lum
- N#CCCn1ccc2ccccc21
    1 | / | -4
- Cc1ccc(SCC(=O)NC23CC4CC(CC(C4)C2)C3)cc1C
    11 | -1 | -6
- CCCCCOc1ccc(C(=O)Nc2ccccc2Nc2ccccc2)cc1OCCCCC
    3 | -3 | -5
- CCN(C)c1ccc(C(=O)Nc2cccc(Oc3cccnn3)c2)cc1
    1 | / | -6
- O=C(NCC1(O)CCS(=O)(=O)CC1)C1C2CC3CC(C2)CC1C3 (stereo not given)
    5 | -15 | -5
- CC1CC(OCC(O)CN2CCC(CN3C(=O)c4cccc5cccc(c45)C3=O)CC2)CC(C)(C)C1 (stereo not given)
    1 | / | 6
- CCC(C)C(N)c1ccc(Cl)cc1 (stereo not given)
    14 | / | -4
- N#CC(NC(=O)CC(c1ccccc1)C(F)(F)F)c1ccsc1 (stereo not given)
    5 | / | -6
- O=C(c1occc1-c1ccccc1)N1CCN(S(=O)(=O)c2c(F)cccc2F)CC1
    1 | / | -8
- NS(=O)(=O)CCSCc1c(Cl)cccc1Cl
    -1 | 5 | 3
- CCc1cc(N2CCN(C(C)=O)CC2)nc(SCc2ccc(C(=O)NCc3ccc4c(c3)OCO4)o2)n1
    -8 | -7 | -2
- Cc1ncc(CN2CCCC(CCc3ccc(F)c(F)c3)C2)[nH]1 (stereo not given)
    1 | / | -5
- CCCCCn1c(SC(C)C)nc2c1c(=O)[nH]c(=O)n2C
    / | -9 | -8
- CC(C)(C)c1ncc(C(=O)N2C[C@H](O)[C@@H](N3CCCCC3)C2)c(=O)[nH]1
    / | 0 | 2
- O=C(CCN1CCCN2CCCC2C1)NC1CCCc2ccccc21 (stereo not given)
    6 | -6 | -12
- CC1CCN(C(=O)c2ccccc2-c2ccc(S(C)(=O)=O)cc2)CC(C)(C)C1 (stereo not given)
    -8 | -7 | -5
- CC(C)C(=O)Nc1cc(-n2nnnc2C2CC2)ccc1F
    2 | / | -5
- COc1ccc(CC2CN(Cc3ccc4nonc4c3)CCO2)cc1 (stereo not given)
    9 | / | -5
- CCOC(=O)c1ccsc1NC(=O)c1nc2ccccc2s1
    1 | / | 2
- CCCCCCCCCCCC(=O)N1CCc2nc(Cc3cccc(C(F)(F)F)c3)[nH]c(=O)c2C1
    -3 | -4 | -10

smiles	NPYLR7 ag	mcGAS lum	hcGAS lum
CCC1CCc2sc(C(=O)N3CCC(C(=O)Nc4ccc5c(c4)OCO5)CC3)cc2C1 (stereo not given)	0	-6	-1
Cc1cccc(-n2c(SCc3ccc(C(=O)NCc4ccco4)cc3)nnc2-c2cccs2)c1	13	-5	-13
CCNC(=O)Cn1c(CO)cnc1SCc1ccc(C)cc1	7	-7	-5
Nc1nc(N2CCCC2)[nH]c(=O)c1C(=S)Nc1ccccc1	-2	-7	-3
Cc1cccc(OCCCCn2c(CO)nc3ccccc32)c1C	18	-8	-11
O=C(Nc1ncccn1)C1CCN(C(=O)C2(c3ccccc3)CCC2)CC1	4	/	-10
Cc1ccc(C(=O)Nc2sc3c(c2C(=O)N2CCC(C)CC2)CCCC3)cc1	7	-3	-1
O=C(Nc1ccccc1)N1C2CCC(O)(CC2)C1CN1CCOCC1 (stereo not given)	12	-9	-2
N#Cc1ccc(N(CCO)S(=O)(=O)c2cccc(Br)c2)cc1	-1	3	8
Cc1c(C)n2c3c(=O)n(Cc4ccccc4)c(=O)n(C)c3nc2n1CCOCCO	2	3	8
COc1ccccc1C1c2[nH]c3ccccc3c2CCN1Cc1nc2ccccc2n1C (stereo not given)	15	-15	-1
CCN(CC)C(=O)Oc1ccc2c(ccn2Cc2ccccc2F)c1NC(=O)C(C)Cl (stereo not given)	1	-6	-5

Quoted at random: 3 entries already listed
smiles	NPYLR7 ag	mcGAS lum	hcGAS lum
CC1=C(C(N)=O)C(c2ccc(C(F)(F)F)cc2)n2ncnc2N1 (stereo not given)	2	/	-3
O=C(NCC1(O)CCS(=O)(=O)CC1)C1C2CC3CC(C2)CC1C3 (stereo not given)	5	-15	-5
Cc1nc2n(n1)C(=O)C(C(c1ccc(Cl)cc1)N1CCC(C(N)=O)CC1)S2 (stereo not given)	3	/	-6

Next entries
smiles	NPYLR7 ag	mcGAS lum	hcGAS lum
CCCNC(=O)N1CCC(=O)N(CC)C2(CCOCC2)C1	/	-5	-9
CCN(CC)C(CNC(=O)Nc1ccc(N2CCOCC2)cc1)c1ccsc1 (stereo not given)	21	-17	-6
Cc1ccc(CC(=O)N(CC2CCC2)CC(F)(F)F)cn1	4	/	-14
CCCc1nc2ccc(NC(=O)CC(C)(C)C)cn2n1	9	-7	-4
O=C(NCCc1cnccn1)C1CCC(=O)N(CCc2ccccc2)C1 (stereo not given)	6	/	-6
O=C(NCc1ccc(OC(F)F)cc1)c1ccc(Cl)cc1	-2	-6	-7
CCCCC(=O)N(CCCOC)CC(=O)N(CCc1c[nH]c2ccccc12)Cc1ccc(Cl)c(Cl)c1	1	-5	-6
Cc1ccc(NC(=Nc2nc(C)cc(C)n2)NC(=O)c2ccc([N+](=O)[O-])cc2)cc1	-5	/	-2
CCN(CC)C(=O)Oc1ccc2c(ccn2Cc2cc(C)cc(C)c2)c1-c1ccc(OC)c(OC)c1	5	-6	-4
NC(=O)[C@H]1C[C@@H](O)[C@H](O)[C@@H]2NC(=NCCN3CCOCC3)S[C@@H]21	-8	-6	-6
O=C(c1ccc2c(c1)OCCO2)N(Cc1ccccn1)c1nc2c(F)cc(F)cc2s1	3	-11	-10
COC(=O)n1c(=O)oc2cc(S(=O)(=O)N3CCOCC3)ccc21	-1	/	-6

smiles	NPYLR7 ag	mcGAS lum	hcGAS lum
CCCc1ncc(C(=O)c2ccc(OC)cc2)n1C	19	/	-5
Cc1nnsc1CN(C)C(=O)CCC(=O)NC1CCCC1	-4	-15	-3
O=C(COc1ccccc1)Nc1nc(-c2cc(F)ccc2F)cs1	-4	3	7
COc1ccccc1CN(CCc1c[nH]c2ccccc12)C(=O)CN(C(=O)c1cc(C(F)(F)F)cc(C(F)(F)F)c1)C(C)C	12	-4	-6
O=c1[nH]c2sc3c(O)c4ccccc4c(=O)c-3c(-c3ccccc3O)c2s1	4	/	-2
CCOC(=O)[C@@H]1C[C@@H]1c1[nH]cnc1-c1ccccc1	-3	/	-12
O=C(NC1CCN(c2ccccc2C(=O)N2CCCC2)CC1)c1ccccc1Cl	-1	-5	-1
Nc1nc(SCC(=O)Nc2ccc(Cl)cc2)[nH]c(=O)c1NC(=O)c1ccc(F)c(F)c1	3	-7	0
CCCc1nnc(NC(=O)C2C3CC4CC(C3)CC2C4)s1 (stereo not given)	-6	-5	-2
O=C1CCN2[C@H]3c4ccccc4OC[C@@H]3CN12	23	-10	-4
Cc1ccc2[nH]c3c(=O)n(CCC(=O)NCc4c(C)nn(C)c4C)cnc3c2c1	/	-9	-5
Brc1cn[nH]c1-c1ccccn1	5	-5	-5

Some of the entries so far, as labelled records:
compound: O=C(COc1ccccc1)Nc1nc(-c2cc(F)ccc2F)cs1
- NPYLR7 ag: -4
- mcGAS lum: 3
- hcGAS lum: 7
compound: O=C(NC1CCN(c2ccccc2C(=O)N2CCCC2)CC1)c1ccccc1Cl
- NPYLR7 ag: -1
- mcGAS lum: -5
- hcGAS lum: -1

Remaining list, next part:
smiles	NPYLR7 ag	mcGAS lum	hcGAS lum
CN(c1ccccc1)S(=O)(=O)c1cccc(NS(=O)(=O)c2cccc(Cl)c2Cl)c1	5	/	-8
O=S(=O)(c1ccccc1Br)N1CCNCC1	-1&4	-5	-6&-8
O=S(=O)(c1ccccc1Br)N1CCN(Cc2ccccc2F)CC1	25	/	-10
NC1=NC2=C(CCCC2)C2(CCCCC2)S1	24	/	-2
COCCN1C(=O)N(C2Cc3ccccc3C2)C(=O)C12CCN(Cc1ccc3c(c1)CCO3)CC2	13	-15	-5
CC1=NNc2nc3c(c(=O)n(Cc4ccccc4C)c(=O)n3C)n2C1C (stereo not given)	-7	/	-5
CSc1ccccc1OCc1cc(C(=O)N(C)Cc2ccncn2)no1	0	-3	-6
CNC(=O)C(C)N(C)C1CCN(Cc2cccnc2)CC1 (stereo not given)	20	-11	-6
CCN(Cc1ccco1)C(=O)/C=C/c1cn(C)c(=O)n(C)c1=O	7	/	-7
COc1cc(-c2nccn2CCc2cnc[nH]2)cc2c1OCO2	-3	/	1
O=C(O)CN(CCN(CC(=O)O)CC(=O)O)CC(=O)O	7&-2&-7	/	1&-3&-3
COc1cc(OC)cc(C2c3cccn3CCCN2Cc2ccc(F)cc2)c1 (stereo not given)	11	-2	-6
O=C(CCN1CCc2sccc2C1)NC1CCCCC1	-20	/	0
CC(=O)Nc1ccc(-c2nnc3ccc(-c4cnn(C)c4)cn23)cc1	6	-8	-5
CC1(C)CC2CC(C)(CN2C(=O)c2cc3ccsc3n2Cc2ccccc2F)C1 (stereo not given)	6	-3	-3
